Source: PubChem
OPRM1-OPRD1 ag = agonists of human mu-delta opioid receptor heterodimerization; P35372+P41143; AID 504326; cells, OPRM1-OPRD1 heterodimerization, luminescence; 0.3% of 340,000 active; activation, % at 9.3 µM; in the data active = activation above about 18%;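 also: 0% = vehicle-treated cells and 100% = reference agonist; values of inactives mirror those of a sister screen read the other way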
Target sequence (P35372 whole entry, looked up): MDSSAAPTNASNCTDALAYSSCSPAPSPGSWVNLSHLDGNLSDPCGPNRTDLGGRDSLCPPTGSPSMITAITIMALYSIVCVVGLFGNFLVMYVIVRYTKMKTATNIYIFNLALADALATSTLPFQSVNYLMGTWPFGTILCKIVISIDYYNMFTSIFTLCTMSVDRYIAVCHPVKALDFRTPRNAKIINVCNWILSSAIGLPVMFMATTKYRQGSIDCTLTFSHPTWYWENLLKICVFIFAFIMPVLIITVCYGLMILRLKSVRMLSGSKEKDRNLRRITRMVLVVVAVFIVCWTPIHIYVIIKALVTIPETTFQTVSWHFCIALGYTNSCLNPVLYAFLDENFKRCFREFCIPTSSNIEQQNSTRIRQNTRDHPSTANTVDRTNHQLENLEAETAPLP
Target sequence (P41143 whole entry, looked up): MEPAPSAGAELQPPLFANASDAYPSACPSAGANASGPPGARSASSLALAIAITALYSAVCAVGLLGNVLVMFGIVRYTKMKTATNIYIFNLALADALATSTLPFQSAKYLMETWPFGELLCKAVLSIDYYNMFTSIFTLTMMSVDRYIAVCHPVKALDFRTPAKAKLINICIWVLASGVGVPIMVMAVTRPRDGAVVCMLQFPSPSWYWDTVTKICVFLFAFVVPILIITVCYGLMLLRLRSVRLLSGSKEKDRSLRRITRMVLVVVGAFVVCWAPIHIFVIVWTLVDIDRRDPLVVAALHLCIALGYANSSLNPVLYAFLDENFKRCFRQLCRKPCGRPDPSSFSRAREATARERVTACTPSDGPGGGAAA
LANA DNA inh = KSHV C-LANA DNA binding inhibition | MBP-C-LANA/FAM-LBS DNA binding, fluorescence polarization | inhibition, % at 9 µM | 0.078% of 340,000 active;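 active = highest replicate inhibition at or above 60% at 9 µM, even if other replicates fall short; inactive = all replicates below 60% inhibition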;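 also: 0% = neutral control wells and 100% = 4 µM acridine orange control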
V-ATPase pHluor = regulators of yeast V-ATPase proton transport; S. cerevisiae, pHLuorin cytosolic pH fluorescence; response, % at 10 µM; 0.37% of 350,000 active; in the data active = response mostly above about 7.3%, no sharp cut-off; inactive = mostly below about 5.4%; also: actives read high; inactives centre near 0; some compounds called inactive have numbers as strong as hits; reference of the scale not given here
HTR5A inv ctr = counter-screen for OPRM1-OPRD1 inverse agonists: human HTR5A inverse agonism; P47898; HTR5A cell line, luminescence; inhibition, % at 9.3 µM; 0.083% of 340,000 active; in the data active = inhibition mostly above about 23%, no sharp cut-off; inactive = mostly below about 18%;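 also: 0% = cells with DMSO and 100% = no-cell wells with DMSO; some compounds called inactive have numbers as strong as hits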
HTR5A ag = counter-screen for OPRM1-OPRD1 agonists: human HTR5A agonism. P47898. HTR5A agonist assay, luminescence, cell-based. activation, % at 9.3 µM. 0.61% of 340,000 active. AID 504692; in the data active = activation mostly above about 9.5%, no sharp cut-off; inactive = mostly below about 7.6%;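 also: 0% = cells with vehicle only and 100% = reference agonist; strong numbers were not always called active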
cardiac RTF act = increases calcium sensitivity of human cardiac regulated thin filaments | P19429+P45379 | IANBD-labeled TnC RTF fluorescence at EC20 calcium; 0% EC20 calcium, 100% full calcium | activation, % at 7.2 µM | 0.24% of 340,000 active | AID 493008;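 active = activation above the mean over all tested compounds plus 3 SD, cut at about 30% in these data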;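 also: rise in fluorescence read as greater calcium sensitivity of cardiac thin filaments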
Cardiac RTF inh = cardiac RTF calcium desensitization | P19429+P45379 | IANBD-labeled cardiac RTF, Ca2+ fluorescence | inhibition, % at 7.15 µM | 0.12% of 340,000 active;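 active = inhibition above the mean inhibition of all tested compounds plus 3 SD, cut at about 17% in these data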;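 also: assay run at fixed EC70 calcium of 1.6 mM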
OPRM1-OPRD1 inv = inverse agonist of human OPRM1-OPRD1 heterodimerization; P35372+P41143; cell-based MOR-DOR heterodimer luminescence, inverse agonism; inhibition, % at 9.3 µM; 0.21% of 340,000 active; in the data active = inhibition above about 22%, passing the limit was not always enough;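 also: 0% = cells with DMSO and 100% = wells without cells with DMSO; values of inactives mirror those of a sister screen read the other way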
CAL PDZ FP = inhibitors of human CAL PDZ peptide binding. inhibition, % at 24.9 µM. purified CAL PDZ, TMR-peptide fluorescence polarization, 1 h. 0.92% of 300,000 active. Q9HD26;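 active = mean inhibition of at least 30% with at least half of replicates also reaching 30%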;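 also: 0% = DMSO neutral control and 100% = excess unlabeled competitor peptide PRC23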
Keap1-Nrf2 PPI = disrupts human Keap1 binding to Nrf2 peptide | Q14145 | Keap1 Kelch-Nrf2 peptide fluorescence polarization, 1536-well | inhibition, % at 9.4 µM | 0.15% of 340,000 active; in the data active = inhibition above about 12%;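 also: human Keap1 Kelch domain with fluorescein labeled Nrf2 9mer peptide probe; 0% = neutral control wells and 100% = peptide positive control; higher means more block of Keap1 binding to Nrf2 peptide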
Numbers without * were called inactive; x = not tested or not shown.

SMILES	OPRM1-OPRD1 ag	LANA DNA inh	V-ATPase pHluor	HTR5A inv ctr	HTR5A ag	cardiac RTF act	Cardiac RTF inh	OPRM1-OPRD1 inv	CAL PDZ FP	Keap1-Nrf2 PPI
O=C(O)CCNc1nc(C(F)(F)F)nc2ccccc12	0.2	-1.8	0	0	0	-2	1	-1	x	0
COc1cccc(-c2noc(CCC(=O)N3CCN(c4cc(C)ccc4C)CC3)n2)c1	-0.8	-1.8	1	-9	3	-4	1	4	-1	-1
COc1ccc(-n2nnnc2SCC(=O)NCc2cccs2)cc1	-2.3	-0.3	-3	28	-1	1	1	11	1	-5
O=C(CN1C(=O)c2ccccc2S1(=O)=O)NCc1c(F)cccc1F	-1.0	-0.9	-4	13	1	1	-10	7	-2	-2
COc1ccc(C(=O)N(C)Cc2ccc(OC)c(OC)c2OC)cc1S(=O)(=O)N1CCOCC1	-2.3	0.8	-3	6	-2	-1	-13	10	-5	1
Cc1c(Cl)c([N+](=O)[O-])nn1CCCC(=O)Nc1c(C)n(C)n(-c2ccccc2)c1=O	-1.1	14	-3	4	1	-1	1	5	-6	0
Cc1ccc(S(=O)(=O)C2(C(=O)NC3CCCCC3C)CC2)cc1 (configuration not stated)	-1.4	-0.5	2	3	-1	-1	-9	7	6	4
CC1CCN(C2=NC(=O)/C(=C/c3cn(-c4ccccc4)nc3-c3cccc(S(=O)(=O)N(C)C)c3)S2)CC1	-2.0	0.3	-1	-5	2	5	-2	11	5	-4
Cc1cc(C)c(C(N)=O)c(Nc2ccc(F)cc2)n1	-2.0	-3.9	-2	-14	4	22	1	10	11	3
CC(C)N1CC(O)=C(c2ccccc2)C1=N	-1.1	1.9	-13	24	-9	12	-10	6	-2	-2
CC(=O)N(Cc1cc2cc(C)c(C)cc2n2nnnc12)CC1COCCO1 (configuration not stated)	-1.8	1.3	-2	-2	-3	3	-11	10	-6	2
Cc1sc2ncn(CC(=O)Nc3cccc(S(N)(=O)=O)c3)c(=O)c2c1-c1ccccc1	-2.6	0.0	-1	4	-1	10	1	14	-1	-1
CCc1ccc(N2Cc3ccccc3C2)cc1	-3.7	-0.6	5	-19	6	-3	3	20	-3	-4
C=CCOC(=O)C1=C[C@@H](c2coc3ccccc3c2=O)[C@H](CCCO)[C@@H](OCC)O1	-2.1	0.6	-1	-16	6	11	-20	11	-1	-4
COC(=O)C1(C)CN(S(=O)(=O)c2ccc(C)cc2)c2cc(OC)ccc2C1=O (configuration not stated)	0.3	-0.1	-1	20	-6	-3	1	-2	-3	-2
CC1(C)Cc2cccc(OCC(=O)OCC(=O)NCc3ccccc3)c2O1	-2.8	-1.6	2	8	1	1	-4	15	-1	3
CCCCNC(=O)CSc1nc2n[nH]c(C)c2c(=N)n1-c1cccc(Cl)c1C	0.1	-1.0	-2	-33	-3	-3	-2	-1	x	-3
C=C(C)c1cccc(C(C)(C)NC(=O)N2CCCC2)c1	-2.9	1.1	7	-4	-2	-3	-2	17	-4	-6
CC1CCCN(S(=O)(=O)c2ccc(NC(=O)CCN3C(=O)c4ccccc4C3=O)cc2)C1 (configuration not stated)	-0.3	-0.6	0	5	2	-4	-11	1	-1	-2
CCC(C)Cn1c(C)nc2ccccc21 (configuration not stated)	-1.6	0.4	-1	-11	4	0	-4	9	-1	3
CCOc1ccc(NC(=O)N2CCCC2C(=O)NCc2ccco2)cc1 (configuration not stated)	0.4	0.9	-2	-3	1	-7	-1	-3	-4	-2
CCN(CC)CC1(O)CCN(C(=O)c2ccc(Cl)c(Cl)c2)CC1	-2.7	-0.7	2	10	-2	-1	-4	14	-1	-1
COCCn1c(SCC(=O)Nc2cc(C(C)(C)C)nn2-c2ccccc2)nc2ccccc2c1=O	-2.6	4.7	-5	-23	1	6	10	14	-1	6
S=C(NCC1CCCO1)NC1CCCC1 (configuration not stated)	0.4	0.3	-3	-18	4	-2	9	-2	2	-4
COc1ccc(CCN(C(=S)Nc2ccccc2)C2CC(=O)N(c3ccccc3)C2=O)cc1 (configuration not stated)	4.1	1.1	-1	12	2	-1	-16	-19	x	-5

Continuation:
SMILES	OPRM1-OPRD1 ag	LANA DNA inh	V-ATPase pHluor	HTR5A inv ctr	HTR5A ag	cardiac RTF act	Cardiac RTF inh	OPRM1-OPRD1 inv	CAL PDZ FP	Keap1-Nrf2 PPI
C/C(=N\NC(=O)CSc1nnc(C)s1)c1ccc(Cl)cc1	0.5	3.1	-2	5	-2	-6	-12	-3	1	-1
O=C(CCS(=O)(=O)c1ccccc1)Nc1nc2cc3c(cc2s1)OCCO3	-3.4	-0.6	2	-13	5	4	-7	17	-3	1
Cc1ccc(S(=O)(=O)NCCC(=O)N2CCN(S(=O)(=O)c3cccc(F)c3)CC2)cc1C	-1.8	-0.9	9.1*	2	-1	0	-9	9	0	1
CC(=O)Nc1sc2c(c1-c1nc3ccccc3s1)CCN(C(C)C)C2	-1.5	19	0	12	4	16	-23	9	-4	-17
CCN(c1ccccc1)S(=O)(=O)c1cc(NC(=O)C2CC2)ccc1Cl	-1.6	-1.0	-3	19	7	2	-4	7	-4	-4
COc1cc([N+](=O)[O-])ccc1NC(=O)COC(=O)C1=NN(c2ccccc2)C(=O)CC1	-0.1	-0.3	-3	13	-4	-2	-5	0	x	2
CCCCn1nc2cc(C(=O)N(CC)c3ccc(OC)cc3)ccc2c1OCC	1.8	1.5	-3	11	-4	2	-9	-11	-6	-4
COc1ccc(C2/C=C\CN(S(=O)(=O)c3cccc4cccnc34)CC(=O)N2Cc2ccc(F)cc2)cc1 (configuration not stated)	-3.6	0.1	-1	-23	-4	-2	7	20	-1	0
COc1ccc(/C=C/c2cccc[n+]2C)c(O)c1	-2.1	-5.2	-2	-11	3	-10	-3	10	-1	-6
COc1cc2cnc(-c3ccccc3)c(C(=O)c3ccc(F)cc3)c2cc1OC	-1.9	-0.3	3	-6	-1	-2	-2	11	-5	-2
Cc1ccc(N2CCN(S(=O)(=O)c3c(C)nc4scc(C)n4c3=O)CC2)c(C)c1	1.1	-2.0	0	-8	2	-3	1	-5	x	5
O=S(=O)(Nc1nc(-c2sccc2Cl)cs1)c1cc(Cl)ccc1Cl	-0.1	21	-3	15	4	-15	5	1	-5	2
Cc1nc(SCC(=O)NCc2ccc3c(c2)OCO3)c(C#N)c2c1CCCC2	-1.3	0.9	1	-20	-6	-3	1	8	-1	-5
O=C1c2ccccc2C(=O)C1c1ccccc1F	-3.8	1.3	4	0	0	1	1	17	x	-3
N#C/C(=C/c1cccc([N+](=O)[O-])c1)C(=O)Nc1ccccc1O	-1.9	17	2	-23	9	-3	1	10	6	-7
Cc1ccc(OCc2nnc(SCC(=O)Nc3ccc(N4CCOCC4)cc3)o2)cc1	-1.5	1.8	3	2	2	0	-10	9	-3	-2
CC(=O)Nc1ccc(C(=O)N/C(=C/c2ccccc2)C(=O)NCc2ccco2)cc1	-3.0	-2.0	1	9	1	0	-6	19	-3	4
O=C1NC[C@H](c2ccccc2)N(CCc2cccc(F)c2)C1=O	-2.1	3.3	-4	0	4	-4	-11	12	0	-5
Cc1cccc(N2C(=S)NC3c4ccccc4OC2(C)C3C(=O)N(C)C)c1 (configuration not stated)	-3.3	x	-1	-48	3	5	-7	16	-3	x
CCOc1ccccc1N1C(=O)CC(Nc2ccc(N3CCOCC3)cc2)C1=O (configuration not stated)	1.9	-0.3	-5	4	6	6	0	-11	4	-9
O=C(NN=C1CCCCCCC1)c1ccc2ccccc2n1	-0.8	-0.4	-2	7	1	0	-6	4	-2	-5
CC(=O)Nn1c(-c2ccccc2)cc2ccccc21	-2.5	-0.5	0	1	8	-3	-5	10	2	-4
COc1ccc(/C=C(\C#N)c2nc3ccccc3[nH]2)cc1O	-0.9	-1.1	2	7	-2	-6	-1	4	-4	-3
Cc1cc(C(=O)CSc2nnc(-c3ccc(OC(F)F)cc3)o2)c(C)n1Cc1cccs1	-2.3	1.4	-3	-10	4	-1	0	13	-2	-2
COc1ccc(CCNC(=O)c2cnn3ccccc23)c(OC)c1OC	-0.8	0.7	-5	6	-2	0	-10	5	-4	-7

Additional records:
SMILES	OPRM1-OPRD1 ag	LANA DNA inh	V-ATPase pHluor	HTR5A inv ctr	HTR5A ag	cardiac RTF act	Cardiac RTF inh	OPRM1-OPRD1 inv	CAL PDZ FP	Keap1-Nrf2 PPI
C=CCn1c(C)cc(C(=O)CSc2nc3ccccc3o2)c1C	3.0	0.9	3	-38	4	-2	8	-18	-5	2
O=C(Nc1ccc(O)c2c(=O)cc(-c3ccccc3Cl)oc12)c1ccc(Cl)cc1Cl	0.8	0.9	1	-8	1	-3	0	-5	-5	-9
COc1ccc(OCC(=O)NC(=O)c2ccccc2OC)c([N+](=O)[O-])c1	-1.5	0.5	0	5	-2	2	-7	8	0	-4
CC(C)(C)c1cn(-c2ccc(Cl)cc2)c(=S)[nH]1	-1.6	0.4	-4	-16	-1	-2	-1	8	3	7
CCN1CCc2c(sc(N)c2C(N)=O)C1	-1.8	12	-9	-1	5	11	-20	8	-5	-6
CC(C)(C)OC(=O)C[C@@H]1C/C=C\C[C@H](CC(=O)N(CCO)Cc2ccccc2)C(=O)NCCOC1=O	-3.9	-1.3	2	-10	3	2	-2	18	-1	-3
O=c1cc(Cn2ccnc2)c2cc3c(cc2o1)CCC3	-2.4	-0.2	2	1	4	1	-3	13	-3	0
CCCN1C(=O)C(O)(CC(=O)c2ccc3c(c2)OCCO3)c2ccccc21 (configuration not stated)	-2.9	-0.3	-2	-7	2	7	-12	17	3	2
COc1ccc(-n2c(SC)nc3sc4c(c3c2=O)CCN(C)C4)cc1	-3.7	-1.3	1	-1	0	1	3	17	-3	-2
O=C(CSc1nnc(-c2ccc(F)cc2)o1)N1CCCCC1	-1.6	-1.2	4	12	-5	1	0	12	x	-4
CCOc1ccc(NC(=S)N2CCC(c3nc4ccccc4[nH]3)CC2)cc1	-3.8	0.0	2	3	6	3	0	19	x	-1
COCCCNC(=O)C(=O)N/N=C/c1cc2c(cc1Br)OCO2	-1.3	-3.6	-4	27	0	6	-8	6	-1	-1
CCc1ccc[n+](-c2[nH]c(=O)sc2/C=N/N=C(\[O-])CCn2c3ccccc3c3ccccc32)c1	-4.2	1.3	4	3	-1	4	-2	22	x	-1
COc1ccc(C2CC(c3ccc([N+](=O)[O-])cc3)=NN2C(C)=O)cc1 (configuration not stated)	-0.8	-1.3	0	10	-3	0	-8	4	-6	-1
COc1ccc(CNc2ccc([N+](=O)[O-])cc2C)cc1	0.5	-1.8	-2	2	-1	3	-4	-3	0	-6
O=c1c2[nH]c3ccccc3c2ncn1Cc1ccco1	-1.4	-1.5	-4	-7	4	8	5	8	-2	-4
Cc1cc(C)c(S(=O)(=O)N2CCOC2CNC(=O)C(=O)NCCCN2CCCC2=O)c(C)c1 (configuration not stated)	-0.6	1.6	3	-3	1	1	7	3	x	-6
COc1ccc(NC(=O)CCC(=O)c2cccs2)c(OC)c1	0.9	-0.8	1	2	-1	5	-8	-6	-3	0
O=C1CC(Cc2ccccc2)C(=O)N1c1ccc(Cl)cn1 (configuration not stated)	-1.0	-1.3	9	-14	2	11	2	5	-3	-1

Taken from above.
Cc1cc(C)c(S(=O)(=O)N2CCOC2CNC(=O)C(=O)NCCCN2CCCC2=O)c(C)c1 (configuration not stated) in HTR5A ag = 1
COc1ccc(C2CC(c3ccc([N+](=O)[O-])cc3)=NN2C(C)=O)cc1 (configuration not stated) in CAL PDZ FP = -6
